# Screening data from PubChem BioAssay.
# S2 tox: Viability Counterscreen for Primary qHTS for Inhibitors of ATXN expression; Potency, µM (top dose mostly 56.7 µM), actives largely listed as cytotoxic; actives 0.49% (n = 400,000); S2 cells (HEK-293 line with an ATXN2-luciferase reporter) viability, CellTiter-Fluor protease fluorescence, 24 h; also: nearly all actives have a fitted effect of over 40% in size
# HepG2 tox: qHTS for Inhibitors of TGF-b: Cytotox Counterscreen. HepG2 CAGA-GFP viability, ATP luminescence, 18 h. actives 0.76% (n = 410,000). Potency, µM (doses to about 46.1 µM), without a hit: at the top dose activity change, negative = cytotoxicity, hits mostly cytotoxic; also: some results filed as inactive show a strong effect at the top dose
#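 CellTiter-Glo luminescence gave cytotoxicity after 18 hours at 37 degrees C. The cells were HepG2 CAGA-GFP in 1% FBS DMEM, stimulated with 500 pg/mL TGF-beta after compound addition. %Activity was normalised to no-cell wells (complete cell-killing) and DMSO (no toxicity), and curves were fitted and classified.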
# ATXN2 expr inh: Primary qHTS for Inhibitors of ATXN expression. actives 0.72% (n = 360,000). Potency, µM (titrated, usually from 57 µM), inactives show top-dose activity change, negative = inhibition, most hits filed as inhibitors. HEK-293 ATXN2-luciferase reporter, luminescence, 24 h. AID 1745845, 2022; also: % is scaled to controls: 0 for no effect and ±100 for the full control effect; nearly all actives have a fitted effect of over 55% in size
#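 qHTS (up to 57 uM final) was run with 24 h compound exposure of reporter cells at 37 °C. Each well was multiplexed: SteadyGlo luminescence measured ATXN2-luciferase expression after a fluorogenic Gly-Phe-AFC viability readout (25 uM final).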
# Nrf2 inh: Nrf2 qHTS screen for inhibitors | actives 2.1% (n = 360,000) | Potency, µM (top dose mostly 46 µM), inactives show at the top dose activity change, negative = inhibition, actives largely listed as inhibitors | AID 504444, 2011 | A549 ARE-Fluc reporter, luciferase luminescence, 18-24 h; also: % is scaled to controls: 0 for no effect and ±100 for the full control effect; nearly all actives have a fitted effect of over 60% in size
#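 Reporter: ARE-Fluc in A549. Exposure: 18-24 h, 37 °C, 5% CO2, 5% FBS OPTI-MEM. Readouts: fluorescent cytotoxicity (CellTiter-Fluor), then luminescent Nrf2 signal after BugLite.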
# EPAC2 antagonist: qHTS for Antagonist of cAMP-regulated guanine nucleotide exchange factor 2 (EPAC2): primary screen | actives 0.18% (n = 360,000) | Potency, µM (doses to about 114 µM), for inactives: top-dose activity, negative = inhibition, hits mostly inhibitors | AID 720708, 2013 | EPAC2 GEF exchange of Rap1B-BODIPY-GDP, fluorescence | Rap guanine nucleotide exchange factor 4 (Homo sapiens), Q8WZA2; also: % is scaled to controls: 0 for no effect and ±100 for the full control effect; nearly all actives have a fitted effect of over 45% in size; many of its hits are not listed in these tables
# Target sequence (Q8WZA2 whole entry, looked up): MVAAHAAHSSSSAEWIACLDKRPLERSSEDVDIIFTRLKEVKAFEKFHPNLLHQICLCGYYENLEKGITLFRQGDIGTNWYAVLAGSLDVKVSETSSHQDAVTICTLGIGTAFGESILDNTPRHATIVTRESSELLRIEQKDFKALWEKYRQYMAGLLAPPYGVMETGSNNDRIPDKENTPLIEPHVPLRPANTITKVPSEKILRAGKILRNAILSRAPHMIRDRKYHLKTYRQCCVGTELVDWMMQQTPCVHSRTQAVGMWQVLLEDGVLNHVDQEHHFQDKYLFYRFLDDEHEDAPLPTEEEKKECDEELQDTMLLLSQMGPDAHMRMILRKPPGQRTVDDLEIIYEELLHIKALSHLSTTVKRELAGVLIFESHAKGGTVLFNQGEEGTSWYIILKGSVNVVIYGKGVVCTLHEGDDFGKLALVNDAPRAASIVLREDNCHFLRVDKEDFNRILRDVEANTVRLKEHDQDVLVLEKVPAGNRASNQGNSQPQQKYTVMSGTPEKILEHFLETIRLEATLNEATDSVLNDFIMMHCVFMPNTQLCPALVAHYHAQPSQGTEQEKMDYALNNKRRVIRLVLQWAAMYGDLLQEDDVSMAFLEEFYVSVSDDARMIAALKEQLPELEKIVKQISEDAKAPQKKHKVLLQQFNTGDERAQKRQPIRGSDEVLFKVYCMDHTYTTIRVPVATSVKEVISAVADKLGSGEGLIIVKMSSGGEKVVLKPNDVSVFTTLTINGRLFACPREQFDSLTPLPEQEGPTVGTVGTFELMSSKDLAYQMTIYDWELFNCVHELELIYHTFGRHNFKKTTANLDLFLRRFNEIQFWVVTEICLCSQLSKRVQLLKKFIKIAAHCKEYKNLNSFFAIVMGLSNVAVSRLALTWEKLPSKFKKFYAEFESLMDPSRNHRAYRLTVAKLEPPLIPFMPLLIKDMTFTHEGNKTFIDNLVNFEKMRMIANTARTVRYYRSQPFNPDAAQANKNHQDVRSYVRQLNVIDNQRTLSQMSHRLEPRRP
# MCF10A rerep: A quantitative high throughput screen for small molecules that induce DNA re-replication in MCF 10a normal breast cells. Potency, µM (titrated, usually from 46.1 µM), for the others: top-dose activity, positive = re-replication, hits mostly activators. MCF 10A DNA re-replication, Hoechst nuclear intensity, 48 h. AID 624296, 2012. actives 2.9% (n = 350,000); also: % of control where 0% means no effect; nearly all actives have a fitted effect of over 50% in size
# A549 viability: Nrf2 qHTS screen for inhibitors: counterscreen for cytotoxicity; A549 ARE-Fluc cells, CellTiter-Fluor viability, 18-24 h; Potency, µM (titrated, usually from 46 µM), without a hit: at the top dose activity change, negative = cytotoxicity, most hits filed as inhibitors; actives 0.16% (n = 390,000); AID 504648, 2011; also: % is scaled to controls: 0 for no effect and ±100 for the full control effect
#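 Cytotoxicity counterscreen: CellTiter-Fluor fluorescence was measured in A549 ARE_Fluc cells after 18-24 h of compound exposure in a concentration series. The subsequent BugLite luminescent read reports ARE-luciferase activity.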
# TGFb inhibitor: qHTS for Inhibitors of TGF-b; HepG2 CAGA-GFP TGF-b/SMAD3 reporter, GFP fluorescence, 18 h; TGF-beta stimulated, 500 pg/mL final; Potency, µM (top dose mostly 46.1 µM), inactives show at the top dose activity, negative = inhibition, hits mostly inhibitors; actives 1.2% (n = 410,000); AID 588855, 2011; also: % is scaled to controls: 0 for no effect and ±100 for the full control effect; nearly all actives have a fitted effect of over 65% in size
#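 HEPG2 CAGA-GFP, 1000 cells/well; 2 h settle, 37 C; cpd via pin tool; TGF-b 500 pg/mL final; 18 h, 37 C; GFP imaging ex488/em500-530; %Activity normalised to -TGF-b and +DMSO controls; CRC fit, curve class.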
# Nrf2 ARE act: qHTS of Nrf2 Activators; AREc32 ARE-luciferase reporter (MCF7-derived line), luminescence, 24 h; Potency, µM (top dose mostly 46.1 µM), for inactives: top-dose activation, hits mostly activators; actives 0.31% (n = 410,000); AID 624171, 2012; also: % of control where 0% means no effect; nearly all actives have a fitted effect of over 65% in size
#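 ARE-driven firefly luciferase activity in AREc32 cells measured after a 24 hr compound exposure at 37 deg C, using Steady-Glo reagent and a 30 min room-temperature hold.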
# Active calls of the source: *; i = inactive; u = inconclusive; x = not tested or not shown; [ ] = another dose, or the depositor's remark. Calls follow the shape of the dose curve; as a rule, active = well fitted curve in the direction sought with a large enough effect; inconclusive = small, poorly fitted or top-dose-only effect, or another doubt; inactive = no such curve, though single readings can be large; an effect the other way counts as inactive or inconclusive. Potency is read from the fitted curve at half-maximal effect. A portion of the library (hit frequency here may not be typical).
SMILES,S2 tox,HepG2 tox,ATXN2 expr inh,Nrf2 inh,EPAC2 antagonist,MCF10A rerep,A549 viability,TGFb inhibitor,Nrf2 ARE act
CCCN(CCC)S(=O)(=O)c1nc2nc(C)cc(C)n2n1,i,5%,-1%,2%,10%,0%,-1%,2%,0.3%
Nc1c(C(=O)NCc2ccco2)c2nc3ccccc3nc2n1CCc1ccccc1F,i,-87%,u,u,0%,2.6µM*,-3%,u,7.5%
COc1cccc(CNc2nc3ccccc3n2C(C)C)c1O,i,-1%,27%,0%,-8%,1%,3%,-1%,-0.2%
CN1CCC(OC(=O)C23CCC(C)(C(=O)O2)C3(C)C)CC1 (configuration not stated),i,-3%,0%,8%,0%,u,21%,13%,-0.4%
C/C(=N\NC(=O)C(O)c1ccccc1)c1ccc(Cl)s1 (configuration not stated),i,4%,-9%,18%,-11%,11%,1%,-11%,4.0%
O=C(NCCN1CCOCC1)C1CCN(c2ncnc3c2sc2cccc(F)c23)CC1,i,-11%,-9%,u,-9%,0%,12%,-6%,5.7%
CN(Cc1nc(Cc2cccc(C(F)(F)F)c2)no1)C1CC(C)(C)NC(C)(C)C1,i,-25%,-19%,10%,2%,u,3%,-4%,0.3%
O=C(NCC(c1ccccc1Cl)N1CCCC1)C1CCN(C(=O)Nc2ccccc2)CC1 (configuration not stated),i,-30%,-7%,1%,6%,-1%,1%,-21%,0.0%
CCc1cccc(C)c1NC(=O)c1cnn(-c2ccc(OC)cc2)c1C1CCN(C(=O)OC(C)(C)C)CC1,x,5%,x,23µM*,x,x,-15%,u,-0.9%
CCOc1ccccc1CN1CCC(n2nccc2NC(=O)CCc2ccccc2)CC1,u,-4%,x,u,0%,0%,4%,-6%,-0.6%
Cc1cc(=O)[nH]c(-n2[nH]c(C)cc2=O)n1,i,-18%,5%,3%,-10%,4%,4%,0%,-0.1%
Cc1ccsc1CNCC(O)c1ccccc1 (configuration not stated),i,-13%,-2%,16%,-18%,-1%,10%,1%,5.3%
Cc1ccc(SCCNC(=O)CN(c2ccc3c(c2)OCO3)S(C)(=O)=O)cc1,i,-4%,-2%,x,-4%,-4%,4%,-15%,3.9%
CN(C)c1ccc(CNC(=O)CCCN2C(=O)c3cccnc3Oc3ccc(Cl)cc32)cc1,x,2%,x,-3%,x,x,-9%,-21%,-0.1%
COc1cc(NC(=S)NCc2ccco2)cc(OC)c1OC,i,1%,3%,17%,0%,4%,9%,-5%,2.6%
Cc1ccc(-n2nc(CO)c(C(=O)NCCc3ccccc3)n2)cc1,x,-7%,x,-7%,x,x,-2%,0%,3.0%
Cc1cc(=O)oc2cc(OC(C)C(=O)NCCc3ccc(S(N)(=O)=O)cc3)ccc12 (configuration not stated),i,0%,-1%,2%,2%,12%,8%,24%,0.0%
CC1(C)CC(=O)C(C(c2ccc(Br)cc2)C2C(=O)CC(C)(C)CC2=O)C(=O)C1,i,-2%,4%,-19%,-9%,10%,-7%,35%,-0.4%
Cc1cccn2c(=O)c3cc(C(=O)NCCCn4ccnc4)n(C)c3nc12,i,-1%,1%,-10%,23%,u,4%,0%,-0.7%
O=C(NCc1ccccc1)C1c2ccccc2OCC(=O)N1Cc1ccccc1 (configuration not stated),u,x,2%,x,11%,x,x,x,-0.3%

# Next part; it opens with the three that closed the last part.
SMILES,S2 tox,HepG2 tox,ATXN2 expr inh,Nrf2 inh,EPAC2 antagonist,MCF10A rerep,A549 viability,TGFb inhibitor,Nrf2 ARE act
CC1(C)CC(=O)C(C(c2ccc(Br)cc2)C2C(=O)CC(C)(C)CC2=O)C(=O)C1,i,-2%,4%,-19%,-9%,10%,-7%,35%,-0.4%
Cc1cccn2c(=O)c3cc(C(=O)NCCCn4ccnc4)n(C)c3nc12,i,-1%,1%,-10%,23%,u,4%,0%,-0.7%
O=C(NCc1ccccc1)C1c2ccccc2OCC(=O)N1Cc1ccccc1 (configuration not stated),u,x,2%,x,11%,x,x,x,-0.3%
Nc1nc(SCc2ccccn2)c2ncn(C3CCCC3)c2n1,i,-6%,10%,-13%,-4%,1%,2%,18%,4.6%
O=C1c2sc3nc4n(c(=O)c3c2CCC1Br)CCCCC4 (configuration not stated),u,6%,18%,u,12%,2%,-11%,-18%,5.3%
CCC(C)c1ccc(NC(=O)N2CCN(C(=O)C3CCCO3)CC2)cc1 (configuration not stated),i,8%,-2%,-3%,-3%,-1%,-1%,2%,-0.9%
Nc1c(-c2ccccc2)c(CSc2nc3ccccc3[nH]2)nn1-c1cccc(C(=O)O)c1,i,-3%,2%,12%,7%,1%,-8%,2%,-0.7%
CN(C)C1(CNC(=O)COc2ccc(C(C)(C)C)cc2)CCCCC1,i,-25%,0%,11%,x,x,-11%,7%,-0.8%
NS(=O)(=O)c1cccc(NC(=O)CSc2nnc(-c3ccccc3)o2)c1,i,-5%,7%,10%,-2%,-3%,-3%,u,-0.3%
O=C(Nc1ccc(Cl)cc1)c1ccc2c(=O)n3c(nc2c1)CCCCC3,u,-29%,-10%,u,15%,0%,-14%,-1%,0.4%
CCN(C(=O)COC(=O)c1ccc(C)c(S(=O)(=O)N2CCOCC2)c1)C1CCS(=O)(=O)C1 (configuration not stated),i,-15%,-4%,4%,-4%,0%,-1%,u,0.0%
CC(C(=O)N1CCCC1)N(C)CC(=O)Nc1cccc(F)c1 (configuration not stated),i,2%,x,4%,0%,-1%,-10%,0%,-0.5%
O=C(c1ccc([N+](=O)[O-])s1)N1CCc2ccccc21,i,-3%,-24%,-17%,-1%,0%,-4%,-15%,0.2%
CC[C@]12c3[nH]c4ccc(Cl)cc4c3CCN1C(=O)[C@@H](CC(=O)NCCc1ccccn1)C[C@@H]2C(=O)N1CCN(C(=O)C2CC2)CC1,i,0%,12%,u,0%,-10%,1%,-29%,2.7%
O=C(CSc1nnc(Cc2cc(=O)[nH]c(=O)[nH]2)n1-c1ccccc1)NCC1CCCO1 (configuration not stated),i,7%,1%,-4%,1%,-1%,-7%,2%,0.5%
CCn1nc(C(=O)Nc2cccc(C(F)(F)F)c2)c(Cl)c1Cl,i,-14%,4%,6%,19%,u,1%,14%,9.6%
NC(N)=NC(N)=Nc1ccc(SC(F)(F)F)cc1,i,-26%,-21%,-12%,2%,2%,-3%,-12%,0.1%
CCCCn1c(=O)[nH]c(=O)c2c1nc(-c1ccc(C)c([N+](=O)[O-])c1)n2CC,i,-6%,-17%,u,4%,0%,8%,0%,2.7%
O=C(Nc1nccs1)c1cc([N+](=O)[O-])ccc1Cl,u,-1%,x,-9%,4%,u,-5%,-1%,u
C/C(=N\Nc1nncc2ccccc12)c1ccc(C(C)(C)C)cc1,i,-13%,48%[activator],u,5%,22%,-11%,-3%,4.8%
Cc1ccc(N2CC(C(=O)Nc3c(C)n(C)n(-c4ccccc4)c3=O)CC2=O)cc1 (configuration not stated),i,-1%,-3%,-9%,7%,-2%,-2%,3%,-0.4%
CCCCNC(=O)C1(C)CCCCN1C(=O)c1cc(-c2ccccc2)cs1 (configuration not stated),i,-18%,-15%,x,-8%,x,x,-12%,3.5%
COc1ccc(CC(=O)Nc2ccc(C(=O)NC(C)(C)C)cc2)cc1,i,-6%,-6%,6%,47%[activator],-4%,7%,5%,-0.8%
COc1ccc(S(=O)(=O)N(CC(=O)NCc2ccccn2)Cc2ccccc2)cc1,i,-11%,7%,-4%,1%,-17%,0%,12%,-0.1%
c1ccc(NC2=NCCN2CC2CCCCC2)cc1,i,0%,-12%,-11%,11%,28%,14%,5%,-1.6%
CC1(C)NC(=O)N(CN2C(=O)NC(C)(C)C2=O)C1=O,i,8%,3%,8%,12%,0%,x,-1%,-0.4%
Cc1cc(NC(=O)CCNS(=O)(=O)c2ccc3c(c2)oc(=O)n3C)ccc1Br,u,3%,-4%,-9%,x,x,9%,u,2.8%
CCCN(C(=O)CSc1n[nH]c(-c2ccc(OC)cc2)n1)c1c(N)n(Cc2ccccc2)c(=O)[nH]c1=O,i,8%,5%,17%,12%,1%,7%,-4%,-0.8%
N#Cc1c(-c2ccccc2)cc(-c2ccccc2)nc1SCC(=O)O,i,-24%,-4%,u,-16%,-3%,-12%,-12%,3.2%
O=C(c1ccc(Cn2cc(Cl)cn2)o1)N1CCN(Cc2ccc3c(c2)OCO3)CC1,i,-6%,-5%,x,-2%,3%,22%,8%,-0.3%
COc1ccccc1CCC(=O)NC1CCCN(c2ccc(C(F)(F)F)cn2)C1 (configuration not stated),i,5%,-4%,-20%,0%,u,0%,5%,-1.0%
COc1ccc(C=O)cc1COc1c(F)c(F)cc(F)c1F,i,-28%,-7%,-11%,-9%,u,-12%,11%,4.2%
Cc1ccnc(NC(=O)CCC(=O)c2cc(C)sc2C)c1,i,-2%,-1%,20%,13%,-16%,-3%,-8%,2.2%
CCCC(=O)Nc1nc2ccc(C(=O)OCC)cc2s1,i,-17%,35%[activator],29%,-9%,1%,2%,15%,4.3%
CN1CCC(N2CCN(C3CN(Cc4cn(Cc5ccc(F)cc5)nn4)S(=O)(=O)C3)CC2)CC1 (configuration not stated),i,x,3%,x,2%,x,x,x,0.0%
Cc1nc(-c2ccccc2)cc(-c2ccccc2)n1,i,-6%,17%,26%,-21%,7%,24%,2%,u
CCc1nc2ccc(C(=O)NCCCN3CCCC3=O)cn2c1N(CC)Cc1cccc(Br)c1,i,-2%,-32%,x,7%,x,x,4%,8.6%
Cc1cccc(-n2nc3c(c2NC(=O)c2ccc(S(=O)(=O)N4CCOCC4)cc2)CSC3)c1C,u,6%,3%,8%,5%,7%,-5%,-5%,0.7%
